Screening data from PubChem BioAssay.
RAD54 branch: RAD54 (human) branch migration inhibition; Q92698; RAD54 Holliday junction branch migration, FAM/BHQ fluorescence; inhibition, % at 10.4 µM; actives 0.14% (n = 360,000);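 active = mean normalized replicate activity at least 40 and at least half of replicates scoring 40 or more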;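 also: 0% = median of neutral control wells and 100% = median of positive control wells; inhibitors cause a drop in the FAM fluorescence signal; in these data hits start at about 50%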
Xi reactivation: activators of X-chromosome reactivation in mouse fibroblasts | XiGFP mouse fibroblasts, % GFP-positive cells imaging, 3 d; cells co-treated with 5-aza-dC sensitizer; scaled so ellipticine positive control = 100% | activation, % at 7.58 µM | actives 0.055% (n = 360,000);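 active = mean normalized replicate activation at least 10% and every replicate at or above 10%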;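 also: 0% = median of on-plate neutral control wells and 100% = ellipticine 6 µM median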
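material = 68-5-11 XiGFP fibroblast line | medium = DMEM plus 5-aza-dC sensitizer | schedule = 3 days compound exposure | benchmarks = positive control ellipticine, 6 µM final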
ARNT TACC3 PPI: ARNT/TACC3 interaction disruption; Q9Y6A5; AlphaScreen His-ARNT PAS-B/GST-TACC3 binding, luminescence; TACC3 fragment carries E629A point mutation; inhibition, % at 9.99 µM; actives 0.66% (n = 390,000);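 active = mean inhibition of replicates at least 50% and at least half of replicates each reaching 50%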;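 also: 0% = complete ARNT plus TACC3 wells and 100% = ARNT alone without TACC3; many hits fall short of the cut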
esBAF inh: SWI/SNF esBAF complex inhibition; mouse ES cells, Bmi1-luciferase knock-in reporter, 24 h; 100% = twice the neutral-well signal; reporter increase, % at 12.5 µM; actives 2% (n = 350,000); in the data active = activation above about 40%;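 also: 0% = median of the plate's neutral control wells and 100% = double that signal; a rise in the Bmi1 reporter signal indicates esBAF inhibition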
CFTR F508del cor: CFTR F508del correction in bronchial cells | CFBE cells, YFP halide quenching; stimulated with forskolin plus potentiator P3; % fluorescence drop versus neutral controls | activity (quench increase), % at 7.58 µM | actives 0.36% (n = 350,000) | AID 720511;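 active = mean added fluorescence quench of at least 8% versus neutral control, with both replicates also reaching 8%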;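 also: cells transiently co-express mutant CFTR-F508del with the halide-sensitive YFP; corrector assay measuring rescue of mutant channel to the surface after 24 h compound exposure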
RAD52 anneal inh: blocks human RAD52 DNA annealing; recombinant RAD52 DNA annealing, FRET fluorescence; inhibition, % at 18.7 µM; actives 0.46% (n = 360,000); AID 651710;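 active = every replicate showing at least 50% inhibition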
GSIS activator: primary screen for activators of insulin secretion dependent on glucose, INS-1E cells, GLuc reporter luminescence; actives 0.61% (n = 370,000); activation, % at 16.6 µM; INS-1E GLuc reporter insulin secretion, 2-3 h;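 active = lowest replicate activation of at least 40%, so every replicate reaches that level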;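 also: 0% = median of neutral control wells and 100% = median of IBMX positive control wells; some compounds called inactive have numbers as strong as hits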
ERAP1 inh: ERAP1 (human) enzyme inhibition; Q9NZ08; AID 652197; inhibition, % at 10.7 µM; recombinant ERAP1, Leu-AMC fluorescence, 60 min; actives 0.15% (n = 340,000);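 active = mean replicate inhibition of at least 30%, or all replicates individually reaching that 30% level; inactive = mean below 30% and not every replicate reaching it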;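 also: 0% = neutral control wells and 100% = L-leucinethiol positive control wells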
Target sequence (Q9NZ08 whole entry, looked up): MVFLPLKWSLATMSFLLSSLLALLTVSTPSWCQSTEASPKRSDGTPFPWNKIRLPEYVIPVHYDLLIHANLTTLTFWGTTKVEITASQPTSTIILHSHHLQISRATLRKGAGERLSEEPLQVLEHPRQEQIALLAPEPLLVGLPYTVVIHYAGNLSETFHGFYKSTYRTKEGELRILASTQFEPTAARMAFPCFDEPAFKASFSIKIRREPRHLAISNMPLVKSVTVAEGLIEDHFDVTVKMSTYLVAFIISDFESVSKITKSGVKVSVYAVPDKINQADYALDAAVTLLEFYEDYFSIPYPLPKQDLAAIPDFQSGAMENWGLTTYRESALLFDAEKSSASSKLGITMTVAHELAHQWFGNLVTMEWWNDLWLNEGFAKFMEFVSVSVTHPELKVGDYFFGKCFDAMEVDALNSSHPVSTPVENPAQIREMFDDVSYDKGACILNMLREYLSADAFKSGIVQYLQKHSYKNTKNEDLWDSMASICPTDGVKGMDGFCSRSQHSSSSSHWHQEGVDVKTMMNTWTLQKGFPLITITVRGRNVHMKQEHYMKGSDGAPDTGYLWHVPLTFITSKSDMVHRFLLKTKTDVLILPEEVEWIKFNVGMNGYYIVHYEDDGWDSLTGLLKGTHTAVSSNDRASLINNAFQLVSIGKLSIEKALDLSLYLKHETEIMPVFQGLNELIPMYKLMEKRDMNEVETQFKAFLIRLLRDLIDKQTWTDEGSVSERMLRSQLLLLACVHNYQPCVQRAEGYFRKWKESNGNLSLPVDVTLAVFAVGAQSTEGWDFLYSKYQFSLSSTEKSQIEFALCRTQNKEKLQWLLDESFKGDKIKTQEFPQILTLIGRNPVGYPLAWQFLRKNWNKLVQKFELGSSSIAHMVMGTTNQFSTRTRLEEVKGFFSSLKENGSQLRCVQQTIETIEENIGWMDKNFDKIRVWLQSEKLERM
Numbers without * were called inactive; x = not tested or not shown; & = joins results of further samples. Not all compounds are listed (hit frequency here may not be typical).

cpd | canonical_smiles | GSIS activator | ARNT TACC3 PPI | RAD52 anneal inh | RAD54 branch | CFTR F508del cor | Xi reactivation | ERAP1 inh | esBAF inh
1 | COC1=CC23CCCN2CCc2cc4c(cc2C3C1O)OCO4 (centres undefined) | x | x | -3 | 7 | -0.7 | x | 3 | 8
2 | CN1CCc2cccc(Cl)c2CC1 | x | -4 | -2 | -7 | -1.1 | 0.0 | 1 | 2
3 | CCCC[N+]12C3C[C@H](C4[C@H](O)[C@]5(C[C@@H]41)c1ccccc1N(C)[C@@H]35)[C@H](CC)[C@H]2O (some centres undefined) | 0 | -2 | -16 | -6 | 2.7 | 0.4 | 23 | -5
4 | O=C1NCN(c2ccccc2)C12CCN(C(c1cccc3ccccc13)c1nnnn1C1CCCC1)CC2 (centres undefined) | -7 | x | 1 | -6 | 4.7 | 0.1 | x | -6
5 | CC(C(=O)c1c[nH]c2ccccc12)N1CCOCC1 (centres undefined) | 5 | 0 | -10 | x | 0.8 | 0.0 | 3 | x
6 | CC(C)(C)[C@]1(O)C[C@@H]2OC(=O)C[C@@]23C(=O)O[C@@H]2OC(=O)[C@@H](O)C213 (some centres undefined) | -2 | 8 | -4 | 15 | 0.9 | -0.1 | -2 | -3
7 | COc1cc(CN2CCNCC2)cc(OC)c1OC | 2 | -2 | -10 | -10 | 0.1 | 0.2 | 3 | -2
8 | COC(=O)C1=C(c2cccc(C#N)c2)C[C@@H]2CC[C@H]1N2C(=O)N1CCc2cc(OC)c(OC)cc2C1 | -1 | 3 | -4 | -6 | -0.6 | -0.1 | -7 | -2
9 | CCOC(=O)c1c(C)[nH]c(C)c1C(=O)C(Cc1ccccc1)N(C)C (centres undefined) | 0 | -5 | -17 | -6 | -0.9 | 0.1 | -11 | -6
10 | COCC(=O)N1[C@@H]2Cn3c(ccc(C4=CCCC4)c3=O)[C@H]1[C@@H](C(=O)OC)[C@@H]2CO | 19 | -5 | -10 | 8 | 0.1 | 0.1 | 0 | 0
11 | COc1c(C)cc(C(=O)C2CCCN(Cc3ccccn3)C2)cc1C (centres undefined) | -2 | x | -25 | -2 | 4.8 | 0.0 | 2 | 8
12 | CC[C@H](OC(C)=O)C(C[C@H](C)N(C)C)(c1ccccc1)c1ccccc1 | -17 | 0 | -1 | -5 | -1.2 | x | 1 | 9
13 | COP(=O)(OC)Oc1ccc(C(O)C(Cl)(Cl)Cl)cc1 (centres undefined) | 13 | -6 | -9 | -5 | 0.2 | 0.0 | x | 3
14 | Cc1cc(OC(=O)N(C)C)nc2c1c(C)nn2C | 9 | -3 | -11 | 3 | 0.4 | 0.1 | x | x
15 | CCOC(=O)[C@]12Cc3cc(C)ccc3[C@H]1N(CCC(=O)OC)C(=O)c1cc(OC)ccc12 | -36 | x | -31 | x | -1.4 | -0.1 | 1 | x
16 | O=[N+]([O-])c1cc([As](=O)(O)O)ccc1O | x | -11 | -13 | -6 | -14 | 0.0 | -1 | -4
17 | O=C(COc1ccc(Cl)cc1)N1CCN(Cc2ccc([N+](=O)[O-])cc2)CC1 | -21 | 0 | -13 | 7 | -2.0 | 0.6 | -1 | x
18 | C[C@H](CO)N1C[C@H](C)[C@@H](CN(C)C(=O)Oc2cccc3ccccc23)OCc2cn(nn2)CCCC1=O | 6 | -3&4 | -8&-7&-15 | 0&4&2 | -1.0&-0.1&-1.4 | -0.1&-0.4 | -3&-1&1 | -4&3&-3
19 | CCCCn1c(O)c(C(CC)=NCc2cccnc2)c(=O)[nH]c1=O | 45 | 0 | x | -7 | x | x | x | -3
20 | C[n+]1c(-c2ccccc2)c2cc(N)ccc2c2ccc(N)cc21 | -38 | 47* | 21 | 88* | 3.8 | 19* | 9 | -68
21 | CNC(C)Cc1ccccc1 (centres undefined) | 22 | -4 | 10 | -10 | 1.9 | x | -3 | 5
22 | CC(=O)O[C@]1(C)C(=O)OC/C2=C/CN(C)CCC(OC(=O)[C@@](O)(C(C)O)C[C@H]1C)C2=O (some centres undefined) | -4 | -11 | -11 | -12 | 0.3 | 0.3 | 5 | -3
23 | CC(C)(CN)CC(=O)O | 6 | x | -8 | x | -0.8 | 0.2 | x | 1
24 | Cc1ccc2c(c1)[C@@H]1CN(C)CC[C@@H]1N2C(=O)Nc1cccc(C(F)(F)F)c1 | -23 | 7 | x | -12 | x | x | x | 6
25 | COc1cccc(CNCCc2ccccc2)c1OC | -3 | 2 | -10 | x | 1.4 | 0.0 | 11 | x
26 | O=C(Cc1ccc(Cl)c(Cl)c1)NCC1(N2CCOCC2)CCCCC1 | 1 | -2 | -21 | x | -0.4 | -0.1 | 1 | x
27 | COC(=O)C12CCc3c(ccc4cc(OC)ccc34)C1=CC(=O)C2 (centres undefined) | 2 | -8 | -7 | -2 | 0.7 | 0.1 | -97 | 3
28 | O=C(c1cc(S(=O)(=O)N2CCCCC2)ccc1F)N1CCC2(CC1)OCCO2 | 6 | -1 | -4 | 0 | -1.4 | x | 1 | -5
29 | CCCCC(=O)N/N=C/c1c(O)n(CC)c(=S)[nH]c1=O | 1 | 41 | -63 | x | -1.5 | 0.0 | 14 | x
30 | CCOC(=O)c1cc2ccccc2n1C1CCN(Cc2ccccc2)CC1 | -20 | x | 4 | x | -0.2 | 0.1 | 8 | x

(next part)
cpd | canonical_smiles | GSIS activator | ARNT TACC3 PPI | RAD52 anneal inh | RAD54 branch | CFTR F508del cor | Xi reactivation | ERAP1 inh | esBAF inh
31 | CSc1ccc(C(=O)C2CCCN(CCCn3cccn3)C2)cc1 (centres undefined) | 9 | x | -1 | x | -1.5 | -0.1 | -1 | x
32 | COC(=O)C1=C(c2ccc(OC(F)(F)F)cc2)C[C@@H]2CC[C@H]1N2C(=O)NCC1CC1 | 4 | 2 | 5 | 2 | 1.3 | 0.0 | x | -9
33 | CC1=C2C3OC(=O)C(C)C3CC[C@@]2(C)C=CC1=O (some centres undefined) | 8 | -6 | -1 | -6 | 3.6 | 0.2 | 0 | 5
34 | CN(C)C(=O)Oc1ccc(OCc2cccc[n+]2C)cc1 | -8 | -3 | -13 | x | -1.1 | 0.1 | -7 | x
35 | CCOc1ccc(N2C(=O)/C(=C/c3ccc(C)o3)C(=O)NC2=S)cc1 | -10 | 7 | -165 | -21 | -7.6 | 0.1 | 0 | -8
36 | COC(=O)C1=C(c2ccccc2OCc2ccccc2)C[C@@H]2CC[C@H]1N2C(=O)NCc1ccc(OC)c(OC)c1 | -43 | 3 | 8 | -3 | -0.8 | 0.1 | 2 | -7
37 | CN(C)[C@@H]1C(=O)C(C(N)=O)=C(O)[C@@]2(O)C(=O)C3=C(O)c4c(O)ccc(Cl)c4[C@@](C)(O)[C@H]3C[C@@H]12 | 1 | x | -15 | -1 | -0.5 | x | 1 | 4
38 | Cc1ccc(S(=O)(=O)N(C)C)cc1NC(=O)C(C)[N+]12CCN(CC1)CC2 (centres undefined) | -11 | -5 | -5 | x | -0.8 | -0.7 | -1 | x
39 | CCNCCNc1ccc([N+](=O)[O-])c2cccnc12 | x | 37 | 6 | 56* | 5.4 | 0.1 | 0 | x
40 | C#C[C@]1(O)CC[C@H]2[C@@H]3CCC4=Cc5nc6nc7ccccc7n6cc5C[C@]4(C)[C@H]3CC[C@@]21C | 6 | -7 | -279 | -18 | -7.0 | 0.2 | -1 | 3
41 | COc1ccc(N2C(=O)/C(=C/c3ccc(C)o3)C(=O)NC2=S)cc1 | -11 | 11 | -103 | -9 | 1.1 | 0.0 | 3 | 0
42 | CC(=O)Nc1ccc(C2CN(C)CC2C(=O)c2ccc(Cl)cc2)cc1 (centres undefined) | -2 | 4 | -10 | x | -1.0 | -0.1 | -1 | x
43 | COc1ccc(CC(=O)N(C)C2CCCN(Cc3ccccc3F)C2)cc1OC (centres undefined) | -8 | -20 | 3 | -1 | 0.2 | 0.2 | 0 | 2
44 | COc1ccc2c3c([nH]c2c1)C(C)NCC3 (centres undefined) | x | 27 | -24 | 3 | -1.8 | x | 0 | 16
45 | C=CCn1c(O)c(C(CC)=Nc2cccc(C(F)(F)F)c2)c(=O)[nH]c1=O | 6 | 7 | -17 | x | 0.5 | -0.1 | 7 | x
46 | CC(C)[C@H]1C(=O)O[C@@H]2CCN3CC=C(COC(=O)[C@](C)(O)[C@]1(C)O)[C@H]23 | -21 | -2 | -12 | -1 | -1.1 | 0.0 | -3 | -1
47 | COC(=O)C1=C(c2ccc(Cl)c(C(F)(F)F)c2)C[C@@H]2CC[C@H]1N2C(=O)NCc1ccc2c(c1)OCO2 | -18 | -4 | -13 | -2 | 2.7 | -0.6 | -2 | 11
48 | COc1ccc(-c2[nH]ncc2CNC(C)Cc2ccsc2)c(F)c1 (centres undefined) | 3 | -8 | -14 | x | 1.2 | 0.0 | 4 | x
49 | COc1ccc(-n2nnnc2C(c2cc3ccccc3o2)N2CCC(n3c(=O)[nH]c4ccccc43)CC2)cc1 (centres undefined) | -11 | x | -17 | 7 | 1.1 | 0.1 | 2 | -3
50 | COc1c2c(cc3c1OCO3)CCN(C)C2 | -10 | 1 | -8 | -10 | -15 | 0.6 | -6 | 0
51 | O=C(CCc1ccccc1)N1C[C@H]2C[C@@H](C1)c1cccc(=O)n1C2 | -2 | -6 | 1 | -9 | 1.8 | x | 3 | -8
52 | O=[N+]([O-])c1cccc(CN2CC=C(c3ccc(F)cc3)CC2)c1 | -11 | 26 | -7 | -8 | 4.4 | 0.0 | -3 | 1
53 | C=C1[C@H]2CC[C@H]3[C@]4(C)C[C@H](O[C@H]5O[C@H](CO)[C@@H](OS(=O)(=O)O)[C@H](OS(=O)(=O)O)[C@H]5OC(=O)CC(C)C)C[C@@H](C(=O)O)[C@H]4CC[C@]3(C2)[C@H]1O | x | -5 | 9 | -3 | 0.7 | 0.1 | 0 | 2
54 | CC(C)[C@H](NC(=O)N1C[C@H]2C[C@@H](C1)c1cccc(=O)n1C2)C(=O)Nc1ccccc1F | x | -21 | -3 | -3 | 0.7 | x | x | -3
55 | CC(N=Cc1c(O)n(C2CC2)c(=S)[nH]c1=O)c1ccccc1 (centres undefined) | 6 | 1 | -15 | x | -0.5 | 0.3 | -2 | x
56 | COC(=O)[C@@H]1[C@@H](CO)[C@@H]2Cn3c(ccc(-c4ccncc4)c3=O)[C@H]1N2CCc1ccccc1 | 12 | -5 | -6 | -7 | x | 0.4 | 0 | 0
57 | O=P(Nc1ccccc1)(Oc1ccccc1)Oc1ccccc1 | 4 | 5 | 2 | -2 | -0.7 | 0.0 | 2 | x
58 | O=c1cccc2n1CC1CC2CN(S(=O)(=O)c2cc(Cl)ccc2Cl)C1 (centres undefined) | 31 | -9 | -11 | -10 | 1.6 | 0.2 | 1 | 0
59 | COC(=O)[C@@H]1N=C(c2ccc(OC)cc2)O[C@]12C(=O)N(C)c1ccc(Cl)cc12 | 7 | x | -4 | x | -1.6 | 0.0 | x | x
60 | CC1CCCCN1CC(O)c1c[nH]c2ccccc12 (centres undefined) | -2 | -4 | -18 | -4 | 5.1 | 0.1 | -1 | -6
61 | CN(C)CCNC(=O)c1cccn(Cc2cccc(C(F)(F)F)c2)c1=O | 14 | x | -13 | x | -3.9 | 0.2 | -2 | x

By substructure, the entries above containing a furan ring, fused or not.
cpd | canonical_smiles | GSIS activator | ARNT TACC3 PPI | RAD52 anneal inh | RAD54 branch | CFTR F508del cor | Xi reactivation | ERAP1 inh | esBAF inh
35 | CCOc1ccc(N2C(=O)/C(=C/c3ccc(C)o3)C(=O)NC2=S)cc1 | -10 | 7 | -165 | -21 | -7.6 | 0.1 | 0 | -8
41 | COc1ccc(N2C(=O)/C(=C/c3ccc(C)o3)C(=O)NC2=S)cc1 | -11 | 11 | -103 | -9 | 1.1 | 0.0 | 3 | 0
49 | COc1ccc(-n2nnnc2C(c2cc3ccccc3o2)N2CCC(n3c(=O)[nH]c4ccccc43)CC2)cc1 (centres undefined) | -11 | x | -17 | 7 | 1.1 | 0.1 | 2 | -3
